SMARCA2 activ = SMARCA2 function activation, primary screen; MG213 cells, MMTV-luciferase reporter, dexamethasone, overnight; activation, % at 9.1 µM; 1% of 370,000 active; in the data active = activation above about 7.8%;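 also: 0% = vehicle wells and 100% = reference activator wells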
hgDAF-12 ag = activates the H. glycines DAF-12 receptor ligand-binding domain; HEK293 GAL4-hgDAF12 UAS-luciferase reporter, agonist luminescence; normalized to butyrate control; 1.8% of 370,000 active; activation, % at 6.8 µM;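 active = activation above a cutoff set at the mean of all screened compounds plus 3 SD, cut at about 10% in these data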;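 also: 0% = DMSO wells and 100% = sodium butyrate wells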
ssDAF-12 act = activators of S. stercoralis DAF-12 nuclear receptor. HEK293 ssDAF-12/GRIP1 lit1-tk-luc reporter, luminescence; % of 3 µM dafachronic acid response. activation, % at 6.8 µM. 1% of 370,000 active. AID 652126;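 active = activation above the mean over all tested compounds plus 3 SD, cut at about 0.9% in these data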;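 also: 0% = DMSO-only wells and 100% = 3 µM delta7-dafachronic acid wells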
sPLA2-III inh = Inhibits HGIII-sPLA2 liposome hydrolysis, primary screen | inhibition, % at 12.2 µM | Q9NZ20 | QFRET BODIPY PC-A2 liposome hydrolysis, fluorescence | AID 743126 | 0.56% of 370,000 active;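 active = inhibition above mean plus 3 SD of compounds lying within the high and low control bounds, cut at about 19% in these data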;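 also: 0% = median of test compound wells and 100% = no enzyme DMSO wells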
DAX1 inh-1 = inhibitors of human orphan nuclear receptor DAX1 (NR0B1); HEK293 Gal4-DAX1 luciferase reporter, luminescence; inhibition, % at 6.75 µM; 0.99% of 340,000 active; AID 504766;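 active = inhibition above the mean over all tested compounds plus 3 SD, cut at about 4.2% in these data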;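 also: 0% = DAX1-transfected cells with DMSO and 100% = empty-vector control cells with DMSO; inhibition shows as a rise in luminescence from relieved DAX1 repression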
NPR2 activator = GC-B (human) receptor activation; HEK293-GC-B cells, CNP EC30, cGMP TR-FRET; 0% at EC30 CNP, 100% saturating CNP; AID 1920062; 0.11% of 370,000 active; activation, % at 10 µM; P20594;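 active = activation at 10 µM reaching about 35% in either raw or pattern-adjusted values, limit read from the data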
Target sequence (P20594 whole entry, looked up): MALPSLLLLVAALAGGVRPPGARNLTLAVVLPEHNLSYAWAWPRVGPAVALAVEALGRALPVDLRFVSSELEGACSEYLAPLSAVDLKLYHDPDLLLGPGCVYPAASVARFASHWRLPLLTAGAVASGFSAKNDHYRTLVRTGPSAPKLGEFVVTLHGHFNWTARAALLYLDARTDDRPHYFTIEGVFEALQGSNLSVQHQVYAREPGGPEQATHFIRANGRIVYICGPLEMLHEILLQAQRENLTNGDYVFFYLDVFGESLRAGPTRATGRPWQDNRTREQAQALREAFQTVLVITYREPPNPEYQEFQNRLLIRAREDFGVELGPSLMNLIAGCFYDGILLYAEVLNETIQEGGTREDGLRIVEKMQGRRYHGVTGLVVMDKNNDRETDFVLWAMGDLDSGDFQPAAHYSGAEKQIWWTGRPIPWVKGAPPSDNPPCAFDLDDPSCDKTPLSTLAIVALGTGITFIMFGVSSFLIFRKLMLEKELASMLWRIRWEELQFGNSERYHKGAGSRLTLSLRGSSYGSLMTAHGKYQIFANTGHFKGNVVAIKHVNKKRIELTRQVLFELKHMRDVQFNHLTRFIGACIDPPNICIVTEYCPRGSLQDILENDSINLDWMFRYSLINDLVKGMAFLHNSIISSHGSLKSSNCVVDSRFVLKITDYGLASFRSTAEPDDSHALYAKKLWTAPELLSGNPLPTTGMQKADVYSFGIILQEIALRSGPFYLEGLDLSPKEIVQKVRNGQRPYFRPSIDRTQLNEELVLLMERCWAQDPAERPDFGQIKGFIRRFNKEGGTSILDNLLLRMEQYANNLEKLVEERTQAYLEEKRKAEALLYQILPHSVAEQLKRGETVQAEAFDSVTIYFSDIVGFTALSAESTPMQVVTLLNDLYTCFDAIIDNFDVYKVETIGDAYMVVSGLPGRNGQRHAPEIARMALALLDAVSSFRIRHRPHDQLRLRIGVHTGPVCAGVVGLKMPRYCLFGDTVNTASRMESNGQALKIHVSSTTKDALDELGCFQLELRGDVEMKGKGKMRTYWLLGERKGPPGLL
DAX1 inh-2 = blocks DAX1 repression of SF-1 activated StAR promoter | HEK293T StAR-luciferase reporter, SF-1/DAX-1 repression relief | inhibition, % at 6.8 µM | 1.1% of 370,000 active | AID 652010;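 active = inhibition above the mean over all tested compounds plus 3 SD, cut at about 3.6% in these data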;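 also: 0% = DAX-1 cells with DMSO and 100% = cells lacking DAX-1 with DMSO; higher inhibition means more luminescence from relief of DAX-1 repression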
GC-A act = GC-A (human) enzyme activation; 0.14% of 370,000 active; activation, % at 10 µM; HEK293 GC-A cells, cGMP TR-FRET, EC30 ANP; 0% at EC30 ANP, 100% saturating ANP; AID 1671463; in the data active = activation above about 40%
GAA850 FXN act = activators of GAA850 frataxin (FXN) promoter | HEK293 lucGAA850 FXN promoter luciferase reporter, 24 h; percent of 10 µM SAHA response | activation, % at 6 µM | 0.56% of 360,000 active;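 active = activation above the average of all compounds screened plus 3 SD, cutoff fixed separately per campaign, cut at about 7.5% in these data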;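 also: 0% = DMSO wells and 100% = 10 µM SAHA wells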
hcDAF12 agonist = H. contortus DAF-12 activation, primary screen; activation, % at 6.8 µM; 1.4% of 370,000 active; HEK293 hcDAF-12 lit1-tk-luc reporter, luminescence; 0% DMSO, 100% Δ7-dafachronic acid;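 active = activation above the mean of all tested compounds plus 3 SD, cut at about 5.5% in these data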;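 also: 100% = response to 3 µM Δ7-dafachronic acid high control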
ADAM10 inh = ADAM10 inhibition, QFRET primary screen; O14672; recombinant ADAM10, EDANS/DABCYL FRET peptide cleavage, 3 h; inhibition, % at 7 µM; 0.62% of 370,000 active;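 active = inhibition above a per-campaign cutoff equal to the mean of compounds falling between control-based bounds plus 3 SD, cut at about 20% in these data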;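 also: 0% = DMSO wells while the 100% control is not disclosed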
An asterisk follows results filed as active; . = no result given.

Each structure is followed by: SMARCA2 activ	hgDAF-12 ag	ssDAF-12 act	sPLA2-III inh	DAX1 inh-1	NPR2 activator	DAX1 inh-2	GC-A act	GAA850 FXN act	hcDAF12 agonist	ADAM10 inh
- CCN(CC)C(=O)c1[nH]cnc1C(=O)N[C@@H](C)c1ccccc1
    3	-0.3	-1.2	10	0.0	3	0.0	0	1.1	-2.1	4
- COc1ccc(N2CCN(C(=O)COC(=O)CCOc3ccccc3C)CC2)cc1
    -4	1.3	-1.5	13	-0.8	-8	0.7	1	1.1	-1.7	-5
- CCOc1ccc(NC(=O)c2nn(C)cc2Br)cc1
    5	7.2	0.1	3	1.9	0	1.8	6	5.4	1.1	3
- Cc1cc(NC(=O)c2cc3n(n2)C(C(F)(F)F)CC(c2ccco2)N3)no1 (stereo not given)
    5	1.2	-0.6	-14	2.2	-3	-0.7	-3	0.1	1.6	-11
- CCOc1cccc(-c2cc(C(=O)N/N=C/c3ccc(OC)c(CN4CCOCC4)c3)c3ccccc3n2)c1
    -1	-2.0	-0.5	1	-0.9	7	-0.7	13	-0.1	2.3	1
- Cc1ccc(-n2ncc3c2CCCC3NC(=O)c2ccccc2N2CCOCC2)cc1C (stereo not given)
    -3	-2.7	-1.0	-4	0.6	1	-1.9	2	-0.5	-2.0	-12
- COc1ccc([N+](=O)[O-])cc1NC(=O)C(C)N(C)Cc1ccc(Br)cc1 (stereo not given)
    -2	-0.2	-0.5	5	-0.9	3	-0.2	7	-0.7	1.8	-6
- COc1ccc(CC(=O)NC2CC(C)(C)NC(C)(C)C2)cc1OC
    -1	0.3	-1.0	-1	0.8	5	0.3	8	1.5	-1.9	3
- CCOC(=O)c1c(C2CC2)csc1NC(=O)CSCc1c(C)noc1C
    -2	-2.3	-1.8	-1	-0.3	-12	0.2	-7	0.3	-3.1	-9
- COc1ccc2c(c1)[nH]c1c(=O)n(CC3CCCO3)cnc12 (stereo not given)
    1	4.1	0.0	7	0.8	-4	0.9	3	0.8	2.2	-2
- Oc1ccc(C(c2nnnn2C2CCCC2)N2CCc3ccccc3C2)cc1 (stereo not given)
    0	1.0	-1.0	-12	0.0	1	0.0	-4	-2.4	-0.9	-1
- CC(C)(C)NC(=O)C(c1cccs1)N(Cc1cccs1)C(=O)c1csnn1 (stereo not given)
    2	-2.2	-1.9	2	0.4	-6	0.1	-3	0.1	-1.5	-7
- CCC(C(=O)NC1CCCC1)n1c2ccccc2c2nc(=O)cc(C)n21 (stereo not given)
    1	2.3	0.4	3	3.0	-10	1.4	-6	-1.3	-1.2	-3
- Cn1c(=O)[nH]c(=O)c2c1nc(NCCc1ccccc1)n2CC(O)COc1ccccc1 (stereo not given)
    2	0.7	-0.9	6	0.7	-5	1.7	-5	-2.0	-1.5	4
- CC(CN1C(C)CCCC1C)OC(=O)c1ccccc1Br (stereo not given)
    8.4*	0.2	-1.0	5	0.0	-4	0.5	-4	0.5	-1.8	11
- CCC(C)C(NC(=O)C1CCC(C)CC1)C(=O)Nc1ccc(OC)cc1 (stereo not given)
    -2	0.1	-0.6	0	0.2	5	0.1	0	-1.2	-0.9	-11
- Cc1nc(-c2ccc(S(=O)(=O)N3CCN(CCc4ccccc4)CC3)s2)cs1
    -1	-1.4	-1.5	1	.	0	0.1	-4	1.5	-0.5	-1
- O=C(CCc1nc(-c2cccs2)no1)Nc1cnc2ccccc2c1
    -1	-2.3	1.7*	9	-0.8	-4	0.2	-2	3.6	0.7	-7
- COc1ccc(Nc2nc(N3CCCC3)nc(N3CCOCC3)n2)cc1
    1	2.9	-1.8	1	-1.3	1	-0.1	0	0.8	-1.4	-2
- O=C1[C@H]2[C@@H](c3ccc(F)cc3)N3C(=O)N(c4ccc(Br)cc4)C(=O)[C@@]3(Cc3ccccc3)[C@H]2C(=O)N1C1CCCCC1
    -1	-1.2	-0.7	1	-0.3	-8	0.4	-11	9.1*	-0.2	8
- CCOc1ccc(NS(=O)(=O)c2cc(C(=O)N3CCC3)ccc2Cl)cc1
    0	-0.8	-1.0	8	-1.1	-2	-0.7	-2	-0.5	-0.3	-7
- Cc1cccc(N2CCN(C(=O)CSc3nnnn3C3CC3)CC2)c1C
    -1	1.4	-1.1	-12	-0.5	6	-3.5	-3	-0.1	-1.9	1
- CCOc1cccc(/C=N/N=C/c2cccc(OCC)c2O)c1O
    -1	-1.9	-0.3	2	-0.8	-6	-0.2	-2	2.2	2.0	-6
- Cc1cc(Cl)ccc1OCCCC(=O)NO
    -3	12*	-0.7	-14	-0.1	6	-0.7	3	4.1	-1.5	7
- O=C1c2ccccc2-c2n[nH]c(=O)c3ccc(N4CCCCC4)c1c23
    2	-1.5	-1.4	3	-0.7	-3	-1.1	24	2.2	-1.8	-9
- N#C/C(=C/c1ccncc1)c1nc2ccccc2c(=O)[nH]1
    -4	1.6	-0.6	2	0.2	-8	0.6	-3	1.9	-0.6	-8
- COc1ccc(F)c(CN2CCC(CO)(Cc3cccc(C(F)(F)F)c3)CC2)c1
    -2	1.4	-1.4	-13	-0.9	0	0.7	3	-0.8	-0.7	1
- CCn1c(SCC(=O)N/N=C/c2c[nH]c3ccccc23)nnc1-c1ccc(Cl)cc1
    0	0.5	-0.9	-14	0.4	-1	-0.1	-9	-0.6	1.1	1
- COc1ccc(N2CC(C(=O)Nc3cccc(C)n3)CC2=O)cc1 (stereo not given)
    8.0*	-0.2	-0.3	2	-0.2	-8	-0.5	-3	0.2	-2.3	6
- Cc1ccccc1SCC(=O)N1CCN(c2ccc(C(F)(F)F)cn2)CC1
    -5	1.7	-2.0	2	-1.3	-1	-0.5	-2	-2.0	-2.4	2

Reformatted: entries from further up
| molecule | SMARCA2 activ | hgDAF-12 ag | ssDAF-12 act | sPLA2-III inh | DAX1 inh-1 | NPR2 activator | DAX1 inh-2 | GC-A act | GAA850 FXN act | hcDAF12 agonist | ADAM10 inh |
| --- | --- | --- | --- | --- | --- | --- | --- | --- | --- | --- | --- |
| N#C/C(=C/c1ccncc1)c1nc2ccccc2c(=O)[nH]1 | -4 | 1.6 | -0.6 | 2 | 0.2 | -8 | 0.6 | -3 | 1.9 | -0.6 | -8 |
| COc1ccc(F)c(CN2CCC(CO)(Cc3cccc(C(F)(F)F)c3)CC2)c1 | -2 | 1.4 | -1.4 | -13 | -0.9 | 0 | 0.7 | 3 | -0.8 | -0.7 | 1 |

The listing continues.
Each structure is followed by: SMARCA2 activ	hgDAF-12 ag	ssDAF-12 act	sPLA2-III inh	DAX1 inh-1	NPR2 activator	DAX1 inh-2	GC-A act	GAA850 FXN act	hcDAF12 agonist	ADAM10 inh
- CC(C)Cc1nnc(NC(=O)C2CCN(C(=O)c3ccc(Cl)cc3)CC2)s1
    -3	-0.8	-1.1	10	0.1	-6	0.2	0	0.6	-0.3	-18
- C/C(=N\NC(=O)c1cc2ccccc2cc1O)c1ccccn1
    -4	-0.2	-0.4	13	1.8	8	-0.1	1	5.0	1.3	4
- CCC(Sc1nc(C)cc(C)n1)C(=O)Nc1nccs1 (stereo not given)
    -2	1.1	-0.7	3	-0.4	-3	-0.5	2	2.2	-2.6	-3
- COc1ccc(NC(=O)CN2C(=O)NC(C)(c3ccc4c(c3)OCCO4)C2=O)cc1S(N)(=O)=O (stereo not given)
    3	-0.8	-1.8	-6	1.1	2	1.1	-2	-0.1	-1.3	3
- Cc1cc(Br)c(S(=O)(=O)NCc2ccncc2)cc1C
    -3	-7.7	-2.0	-1	-3.7	4	-7.9	-1	-0.1	-3.4	-3
- Cc1ccc(NC(=O)Cn2c(=O)oc3ccccc32)c(C)c1
    0	2.7	-1.1	-2	-0.5	4	-0.1	4	-1.1	1.1	11
- Fc1ccccc1/C=N/Nc1ccc(Cl)nn1
    -1	-1.1	-1.2	-9	1.2	-11	0.2	-6	3.0	0.6	3
- Cc1noc(C)c1COc1ccccc1C(=O)NC(C)c1ccc(Cl)cc1 (stereo not given)
    -1	-0.6	-0.4	9	-0.2	-6	-0.2	-5	-1.7	0.3	-5
- Cc1cc(NS(=O)(=O)c2ccc(NC(=O)C(C)Oc3ccc(Cl)cc3)cc2)no1 (stereo not given)
    -2	-4.4	-0.9	-35	-0.5	3	0.6	-1	3.3	-1.1	7
- CCOc1ccc(CN(C)CC(=O)Nc2cccc(C)c2)cc1OC
    -3	-3.6	-1.9	1	-0.6	-2	-0.3	-1	1.8	-2.3	1
- COCC(=O)N1CCC(Oc2ccc(C(=O)N3CCN(C)C[C@@H]3C(C)C)cc2)CC1
    -1	-0.5	-1.2	4	-1.2	0	-0.1	5	1.1	-1.2	-6
- O=C(c1ccc(Br)cc1)N1CCN(c2ccccn2)CC1
    -4	2.4	-0.7	3	0.0	-3	0.1	-2	1.4	-0.5	1
- CCN(CC)CCNC(=O)Cn1nc(Cc2ccccc2)c2ccccc2c1=O
    -2	-1.1	-1.3	4	4.1	2	-0.3	-3	-2.5	-1.5	-11
- COc1cc(-c2cc(=O)c3c(O)c(OC)c(OC)c(OC)c3o2)cc(OC)c1OC
    0	0.3	-0.9	-3	0.7	7	0.1	11	2.5	-0.4	-7
- CN(Cc1ccccc1)C(=O)CCNS(=O)(=O)c1ccc2c(c1)oc(=O)n2C
    3	0.5	0.2	-3	0.5	0	0.2	2	-1.3	-0.1	-7
- CC(Oc1ccc2c3c(c(=O)oc2c1)CCCC3)C(=O)NCc1cccnc1 (stereo not given)
    -1	2.0	-1.3	0	-1.9	-8	-2.0	-11	0.8	-3.6	-248
- COCCN(C(=O)c1ccc(C#N)cc1)c1c(N)n(Cc2ccccc2)c(=O)[nH]c1=O
    -1	-2.2	-1.1	3	0.9	-1	-1.0	-2	0.4	1.8	-9
- Cn1c(N)c(C(=O)COC(=O)Cc2ccc(Cl)c(Cl)c2)c(=O)n(C)c1=O
    -2	0.2	-0.4	-3	0.2	0	1.6	3	0.8	-1.1	-8
- Cc1c(NC2=NC3(CCCCC3)Cc3ccccc32)c(=O)n(C)n1-c1ccccc1
    0	-0.7	-1.4	9	-1.4	-6	1.0	1	-1.2	-0.1	2
- CCc1ccc(-c2nc(CSCC(=O)N3CCN(c4ncccn4)CC3)c(C)o2)cc1
    -3	-2.7	-2.1	-5	-1.2	-3	-1.3	4	-5.0	-3.7	-13
- C=CCC(NCc1ccco1)c1ccc(OC)cc1 (stereo not given)
    1	-1.9	-0.7	2	-0.2	-10	0.2	-32	-1.9	-0.8	7
- CCCCNc1nnc(CCn2nc(C)c(Br)c2C)s1
    -1	0.3	-1.0	4	0.4	2	-0.1	-4	3.0	0.3	13
- Cc1csc(NC(=O)CCn2c(=O)sc3ccccc32)n1
    5	2.4	-1.4	-7	1.4	3	-0.8	-1	-1.1	-0.9	-2
- C=CCn1c(-c2cccn(Cc3ccc(Cl)cc3)c2=O)n[nH]c1=S
    1	-1.7	-1.5	11	0.9	-13	-0.8	7	4.0	-1.3	-52
- C#CCOc1ccccc1C(=O)NNc1ccc([N+](=O)[O-])cc1[N+](=O)[O-]
    -2	0.9	-1.0	0	.	-2	0.0	-4	.	1.2	-7
- Nc1ccc(S(=O)(=O)NC(Cc2ccccc2)C(=O)O)cc1 (stereo not given)
    -1	-2.4	-1.1	-6	0.1	4	0.0	5	0.8	-1.1	-1
- O=C(NCc1ccncc1)Nc1ccccc1F
    0	0.3	-1.3	1	-0.5	5	0.5	-3	1.4	1.0	1

Bioassay records as filed in PubChem BioAssay.
